# From PubChem
# FadD28 FP inh: inhibitors of FadD28 bisubstrate probe binding, primary screen, biochemical, fluorescence polarization, single point | inhibition, % at 12.5 µM | Mycobacterium tuberculosis FadD28 fatty-acid-AMP ligase | 360,000 tested, 0.22% active; in the data active = inhibition above about 8.5%, passing the limit was not always enough
# Mtb FBA inh: Mtb FBA enzyme inhibitors, primary screen, biochemical, fluorescence, strain H37Rv | purified M. tuberculosis FBA, fluorescence read-out | AID 588726, 2011 | inhibition, % at 1 µM | 360,000 tested, 2.3% active; in the data active = inhibition above about 27%;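 also: 0% = vehicle and 100% = reference inhibitor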
# Target sequence (P9WQA3 whole entry, looked up): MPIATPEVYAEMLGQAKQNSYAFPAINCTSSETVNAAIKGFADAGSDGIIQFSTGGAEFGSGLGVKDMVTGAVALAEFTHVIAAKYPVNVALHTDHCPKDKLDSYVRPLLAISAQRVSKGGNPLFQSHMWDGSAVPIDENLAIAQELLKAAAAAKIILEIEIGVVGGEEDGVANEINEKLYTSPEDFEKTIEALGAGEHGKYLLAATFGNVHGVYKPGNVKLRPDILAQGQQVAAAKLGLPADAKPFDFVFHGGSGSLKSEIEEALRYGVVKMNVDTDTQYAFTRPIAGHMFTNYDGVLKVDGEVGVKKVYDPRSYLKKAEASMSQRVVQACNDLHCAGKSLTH
# BioA inh: M. tuberculosis BioA enzyme inhibitors, primary screen, biochemical, plate reader, single point, HTS; purified M. tuberculosis BioA enzyme; inhibition, % at 9.99 µM; 360,000 tested, 0.096% active; AID 602481, 2012; in the data active = inhibition above about 40%
# PfHsp40 rescue: rescue of yeast from PfHsp40 toxicity, primary screen, S. cerevisiae, ATP luminescence; AID 504582, 2011; S. cerevisiae expressing PfHsp40, growth rescue; growth rescue, % at 12.5 µM; 340,000 tested, 0.68% active; in the data active = growth rescue above about 28%, passing the limit was not always enough;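 also: yeast W303a lacking pdr1 and pdr3 grown in galactose medium; growth measured after three days at 30 °C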
# GDH-TPI counter: GDH-TPI coupling enzyme inhibitors, primary screen, artefact control for M. tuberculosis FBA inhibitor project, biochemical, absorbance, full deck | GDH-TPI coupled enzyme counterscreen, NADH absorbance | inhibition, % at 4.8 µM | 360,000 tested, 1.2% active | AID 588335, 2011; in the data active = inhibition above about 30%;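 also: 0% = DMSO wells and 100% = wells lacking the enzyme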
# UGM FP inh: M. tuberculosis UGM enzyme inhibitors, primary screen, biochemical, fluorescence polarization, single point | UDP-galactopyranose mutase (Mycobacterium tuberculosis (strain ATCC 25618 / H37Rv)), … | purified UGM, fluorescence polarization probe displacement | inhibition, % at 10 µM | 320,000 tested, 0.06% active | AID 504406, 2011; in the data active = inhibition above about 10%, passing the limit was not always enough
# Target sequence (P9WIQ1 whole entry, looked up): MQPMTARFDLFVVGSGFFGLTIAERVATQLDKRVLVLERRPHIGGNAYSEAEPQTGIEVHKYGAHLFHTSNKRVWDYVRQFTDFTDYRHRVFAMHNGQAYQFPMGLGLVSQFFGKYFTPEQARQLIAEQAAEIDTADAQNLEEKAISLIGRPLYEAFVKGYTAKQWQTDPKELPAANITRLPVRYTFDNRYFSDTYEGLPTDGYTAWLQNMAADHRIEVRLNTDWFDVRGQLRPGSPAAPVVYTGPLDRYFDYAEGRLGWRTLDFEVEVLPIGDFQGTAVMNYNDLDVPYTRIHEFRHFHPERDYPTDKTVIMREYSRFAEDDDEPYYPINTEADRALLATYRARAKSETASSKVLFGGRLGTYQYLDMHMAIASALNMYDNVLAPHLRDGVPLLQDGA
# Vc quorum ag: inducers of Vibrio cholerae quorum light production without autoinducers, primary screen, BH1578 luxS cqsA deficient, single point. V. cholerae BH1578 lux reporter, luminescence, 6 h. activation, % at 18.7 µM. 350,000 tested, 0.16% active; in the data active = activation mostly above about 9.7%, no sharp cut-off; also: not every result past the cut was called active; inactives centre near 0; reference of the scale not given here
# Yp Topo-I inh: Yersinia pestis topoisomerase I inhibitors, primary screen, biochemical, cleavage product accumulation, plate reader, single point; Y. pestis Topo-I cleavage product accumulation; activity, % at 10 µM; 360,000 tested, 0.064% active; AID 504884, 2011; in the data active = activity above about 50%, passing the limit was not always enough; also: inactives centre near 2
# TcdB GH inh: TcdB glycohydrolase inhibitors, primary screen, biochemical, single point, plate reader; TcdB glycohydrolase enzymatic assay; inhibition, % at 9.99 µM; Toxin B (Clostridioides difficile), P18177; 350,000 tested, 0.24% active; in the data active = inhibition above about 10%
# An asterisk follows results filed as active; i = inactive; nt = no result given; + = active, no number.
SMILES,FadD28 FP inh,Mtb FBA inh,BioA inh,PfHsp40 rescue,GDH-TPI counter,UGM FP inh,Vc quorum ag,Yp Topo-I inh,TcdB GH inh
CCN(CC)S(=O)(=O)c1cccc(C(=O)NC2CCCCC2)c1,-4.8,1,0.0,-1.3,-4,-0.4,-2.7,6,-0.3
O=C(Cn1ccc2ccccc2c1=O)NCCC(=O)Nc1ccc(F)cc1F,-1.5,0,0.1,1.2,-4,-1.5,0.4,-12,0.8
CCc1n[nH]c(=S)n1/N=C/c1ccc(-c2ccc(Br)cc2)o1,-1.1,2,-1.6,0.2,21,-1.7,i,-2,-0.4
O=S(=O)(NNc1nccc(C(F)(F)F)n1)c1cccc(Cl)c1Cl,-0.3,-1,nt,-0.9,-3,-1.0,i,3,1.3
COc1cccc(C2CC(c3cccs3)Nc3ncnn32)c1 (centres undefined),-0.3,3,9.6,-2.0,-10,0.3,i,9,nt
COc1ccc2nc(C)c3c(c2c1)OC(C(C)(Cl)Br)C3 (centres undefined),-3.6,-1,0.4,1.3,9,-0.2,-0.4,17,1.8
CC1CCN(S(=O)(=O)c2cccc(C(=O)Nc3ccccc3)c2)CC1,nt,-2,nt,3.6,-8,-1.5,-0.2,-2,1.0
CCn1nc(C(=O)NNC(=O)C(Cc2ccccc2)NC(N)=O)c2ccccc2c1=O (centres undefined),-0.3,1,-0.6,-1.4,1,-1.4,i,7,1.2
COc1ccc(C(=O)N[C@H](C(=O)NCCCn2nc(C)cc2C)C(C)C)cc1,-0.5,-1,-0.5,-0.6,0,1.7,i,2,0.7
CCN1CCN(c2cc(=O)n(-c3cc(Cl)ccc3C)c(=O)[nH]2)CC1,-2.3,0,0.4,0.4,8,-2.5,i,6,nt
O=C(CCNC(=O)c1ccccc1Cl)Nc1cc(C(F)(F)F)ccc1Cl,-4.0,1,nt,6.2,-8,-1.0,-0.6,-7,5.4
O=C(c1cc2nc(-c3ccccc3)cc(C(F)(F)F)n2n1)N1CCN2CCCC2C1 (centres undefined),nt,3,0.1,0.4,7,-0.6,-0.3,11,1.3
O=[N+]([O-])c1ccc(OCCCCN2CCc3ccccc3C2)cc1,-3.5,0,-1.5,1.5,2,0.8,i,14,1.6
CCCn1c2ccccc2c2cnn(CC(=O)N(CC)CC)c(=O)c21,-2.2,7,-1.3,-0.8,-4,-0.4,i,4,0.2
O=C(NCCOc1ccccc1)C1CCC(=O)N(CCCN2CCCC2=O)C1 (centres undefined),-1.0,5,-1.5,0.0,9,-0.2,i,2,2.1
COc1cc(C2C(C(=O)c3cc4ccccc4o3)=C(O)C(=O)N2c2cc(C)on2)cc(OC)c1OC (centres undefined),1.1,5,-0.1,1.4,18,-1.3,1.0,-1,-5.0
Cc1noc(C)c1CSCC(=O)NC1=NCCS1,-1.3,-1,nt,0.6,6,3.0,-0.3,0,nt
CCOC(=O)c1cnc2ccccc2c1Nc1cccc(C(=O)O)c1,0.1,-3,0.5,-0.7,14,1.4,2.1,0,-0.3
Cc1cc(NC(=O)c2ccc3nc(C)sc3c2)no1,-1.6,2,-2.0,-0.2,6,-0.7,-2.0,28,nt
COC(=O)Nc1ccc(S(=O)(=O)N(CCO)CCO)cc1,-0.9,0,-3.7,-1.2,-1,-2.1,-0.2,-13,2.0
Cc1nc(NC(=O)c2ccc3c(c2)OCO3)ccc1Br,0.0,1,nt,2.9,-8,-1.5,-1.6,-3,1.9
CCOC(=O)C1CCCN(C(=O)c2cc3cc(OC)c(OC)cc3[nH]2)C1 (centres undefined),-0.7,14,-0.9,-1.3,6,0.5,-0.6,6,1.1
CCc1ccc(N2C(=O)Nc3ccccc3C2(O)C(=O)N2CCN(c3ccccn3)CC2)cc1 (centres undefined),0.2,7,-0.4,-1.1,-3,2.2,-0.2,14,0.4
CCN(CC)S(=O)(=O)c1ccc(NC(=O)COC(=O)CNC(=O)C2CCCCC2)cc1,2.5,0,-0.4,1.9,-1,nt,i,11,0.4
O=C(c1cc2cc([N+](=O)[O-])ccc2oc1=O)N1CCN(C2CCCCC2)CC1,-4.7,-6,-1.4,-1.7,3,0.0,-3.3,-8,1.9
COc1ccccc1C(=O)N/C(=C\c1cn(S(=O)(=O)N(C)C)c2ccccc12)C(=O)NCCCN1CCOCC1,-4.7,-2,-2.3,1.4,16,2.5,0.7,10,2.1
CC(=O)N/N=C/c1cc2c(cc1[N+](=O)[O-])OCO2,-3.0,-1,nt,-0.1,0,-2.9,1.6,5,-2.6
O=C(Cn1c(=O)oc2cc(S(=O)(=O)N3CCCC3)ccc21)Nc1cccc(C(F)(F)F)c1,11*,4,2.0,0.5,2,-0.5,i,-1,nt
O=C(O)CCC(=O)NN1C(=O)c2ccccc2NC1c1ccc(F)cc1 (centres undefined),-1.3,40*,nt,0.0,3,1.2,-0.4,2,1.0
Cc1c(C)c2c(OCC(=O)Nc3ccc(CCO)cc3)cc3c(c2oc1=O)CCC(C)(C)O3,-9.8,+,-0.6,-0.8,24,-0.4,-0.6,8,1.1
OC(c1ccc(F)cc1)c1nc(-c2cccs2)cs1 (centres undefined),-0.8,0,1.2,nt,9,nt,-1.0,4,-0.3
OC1(c2ccccc2F)CC2CCC(C1)N2CCN1CCOCC1 (centres undefined),-0.2,4,0.2,0.7,5,-2.1,nt,6,nt
Cc1ccc(S(=O)(=O)NC(=O)NCc2ccc(Cl)cc2)cc1,-0.5,-11,-3.2,-0.5,11,3.7,i,-6,nt
O=C(Nc1ccc(S(=O)(=O)N2CCOCC2)cc1)c1ccc([N+](=O)[O-])o1,-3.5,-1,-2.6,-0.2,32*,0.4,-0.4,-3,-7.9
CC(C)(C)n1nc2c(c1NC(=O)Cc1ccc(F)cc1)CSC2,2.6,-2,1.6,-0.8,-5,1.9,-0.3,5,0.5
Cc1cc2c(c(SCC(=O)NCc3ccc(Cl)cc3)n1)C(=O)OC2,-5.1,0,nt,-0.1,-4,4.7,i,-2,-0.1
Cc1cc(CNC(=O)CC2C(=O)NCCN2Cc2ccccc2C(F)(F)F)on1 (centres undefined),1.4,0,nt,1.9,-3,-1.3,i,10,3.3
O=C(Nc1ccccc1)c1cc(S(=O)(=O)Nc2cccnc2)ccc1Cl,-4.0,-1,-0.3,-1.6,-7,4.3,-0.2,-8,1.3
O=S(=O)(Nc1cccc(-c2ccc(N3CCCCCC3)nn2)c1)c1ccccc1F,-3.9,-4,nt,-0.3,-2,-0.4,i,13,0.1
CCOC(=O)NC(=O)CSc1nc2ccccc2[nH]1,0.2,2,nt,-1.2,5,0.5,-0.4,-1,0.8
CC(Oc1ccccc1)c1ccnc2nc(/N=C/N(C)C)nn12 (centres undefined),-3.1,18,5.9,-0.6,10,5.8,i,-10,nt
COc1cc(NC(=O)C2=C(C)OCCS2)c(Cl)cc1C(=O)NCCN1CCN(C)CC1,-4.0,-3,-0.5,0.4,2,-0.5,-0.2,-1,-3.1
CCN(CC)C(=O)Cn1ccc(NC(C)=O)nc1=O,-2.6,7,-2.1,1.7,1,3.8,i,4,0.9
Cc1cc(C(=O)COC(=O)c2ccc(O)cc2)c(C)n1CC(F)(F)F,-1.8,0,11,-0.1,1,-4.7,i,4,-1.2
Cc1[nH]c2ccccc2c1/C=N/Nc1nncn1N,0.7,-1,nt,-0.8,4,-0.1,-0.4,-19,0.2

# Brought forward from above: six compounds, followed by the next part.
SMILES,FadD28 FP inh,Mtb FBA inh,BioA inh,PfHsp40 rescue,GDH-TPI counter,UGM FP inh,Vc quorum ag,Yp Topo-I inh,TcdB GH inh
CCOC(=O)NC(=O)CSc1nc2ccccc2[nH]1,0.2,2,nt,-1.2,5,0.5,-0.4,-1,0.8
CC(Oc1ccccc1)c1ccnc2nc(/N=C/N(C)C)nn12 (centres undefined),-3.1,18,5.9,-0.6,10,5.8,i,-10,nt
COc1cc(NC(=O)C2=C(C)OCCS2)c(Cl)cc1C(=O)NCCN1CCN(C)CC1,-4.0,-3,-0.5,0.4,2,-0.5,-0.2,-1,-3.1
CCN(CC)C(=O)Cn1ccc(NC(C)=O)nc1=O,-2.6,7,-2.1,1.7,1,3.8,i,4,0.9
Cc1cc(C(=O)COC(=O)c2ccc(O)cc2)c(C)n1CC(F)(F)F,-1.8,0,11,-0.1,1,-4.7,i,4,-1.2
Cc1[nH]c2ccccc2c1/C=N/Nc1nncn1N,0.7,-1,nt,-0.8,4,-0.1,-0.4,-19,0.2
Cc1ccc2c(c1)c(N=O)c(O)n2Cc1ccc(Cl)cc1,-3.0,2,nt,-1.0,-10,-4.6,-0.1,3,-0.9
CC1(C)CN(CCc2ccccc2)C(=O)[C@H]1CC(=O)Nc1ccc(Br)cc1,-0.2,3,-1.8,nt,1,nt,i,3,-10
Cc1ccc(C(=O)NCCn2ccc3ccccc32)cc1[N+](=O)[O-],-2.1,8,nt,1.8,-4,-1.2,0.2,-15,1.1
COc1ccc(NC(=O)CCCNS(=O)(=O)c2cccs2)cc1,-1.4,-1,2.3,-1.1,-6,-0.7,0.3,-11,nt
COCCn1c(N)c(Sc2ccccc2[N+](=O)[O-])c(=O)[nH]c1=O,-2.6,4,3.6,2.0,4,-1.4,-0.4,7,1.7
CSc1nc(O)cc(=O)n1-c1ccc(F)cc1,-0.8,-2,-1.2,0.3,1,-0.6,-0.3,-4,1.1
O=C(COC(=O)C(O)c1ccccc1)NC12CC3CC(CC(C3)C1)C2 (centres undefined),-0.6,-1,-1.3,-1.1,2,-2.8,-0.5,5,nt
COc1ccccc1OC(=O)CCc1nc2ccccc2s1,-4.5,-1,0.8,-0.4,-6,-2.8,-1.4,9,0.7
O=c1cc(N2CCC3(CC2)OCCO3)[nH]c(=O)n1-c1ccc(Cl)cc1,0.6,2,-1.9,1.5,11,3.4,-0.3,0,0.5
Cc1cc(OCc2cc(C(=O)N3CCN(CC4CC4)CC3)no2)cc(C)c1Cl,0.8,1,-3.6,0.0,6,-0.2,-2.4,34,-0.1
COc1ccccc1C=NNc1nc(C)cc(=O)[nH]1,0.3,0,-0.8,-2.7,37*,nt,i,13,-0.1
O=C(Nc1cccc(S(=O)(=O)N2CCCC2)c1)c1ccc2c(=O)n3c(nc2c1)CCCCC3,-8.1,2,nt,1.0,4,0.1,-0.2,16,nt
Cc1cc(C)c2cc(C#N)c(N3CCCN(C(=O)c4cnccn4)CC3)nc2c1,0.2,13,nt,1.6,8,1.1,-0.3,11,0.6
CCc1nc(CNC(=O)C2CCC(=O)N(CCc3cccc(F)c3)C2)no1 (centres undefined),-0.8,-1,0.9,-0.1,11,-2.6,i,5,0.0
N#Cc1nc(Cc2cccc3ccccc23)oc1N1CCN(c2ccccc2)CC1,-0.7,1,0.0,2.1,10,4.4,-0.6,11,nt
ClCc1csc(-c2ccccc2Cl)n1,0.5,1,-5.2,-1.3,11,-0.3,-0.6,2,-0.8
O=C(CN1CCN(S(=O)(=O)c2ccc(F)c(Cl)c2)CC1)N1CCOCC1,-1.9,1,-0.5,-0.7,3,-2.6,-2.5,4,1.5
Cc1ccccc1OCCCCCCN1CCNCC1,0.2,1,-0.6,-0.6,1,3.2,i,1,-1.7
CCn1nccc1C(=O)Nc1ccc(S(=O)(=O)NC23CC4CC(CC(C4)C2)C3)cc1,-5.0,-2,-2.6,19,-3,1.3,i,1,nt
c1ccc(C2Nc3ccccc3-c3nc4ccccc4n32)nc1 (centres undefined),-2.9,119*,0.9,-0.9,5,-0.2,-0.5,-2,nt
Cc1ncc([N+](=O)[O-])n1CC(=O)NC1CCCC1,-1.5,-1,-0.1,-0.7,20,-1.6,-1.6,5,0.8

# A different layout for some results above:
Molecule | FadD28 FP inh | Mtb FBA inh | BioA inh | PfHsp40 rescue | GDH-TPI counter | UGM FP inh | Vc quorum ag | Yp Topo-I inh | TcdB GH inh
Cc1ncc([N+](=O)[O-])n1CC(=O)NC1CCCC1 | -1.5 | -1 | -0.1 | -0.7 | 20 | -1.6 | -1.6 | 5 | 0.8
O=C(CN1CCN(S(=O)(=O)c2ccc(F)c(Cl)c2)CC1)N1CCOCC1 | -1.9 | 1 | -0.5 | -0.7 | 3 | -2.6 | -2.5 | 4 | 1.5
